Bioassay records deposited in PubChem BioAssay by Sanford-Burnham Center for Chemical Genomics.
TIM10 inh: inhibits growth of TIM10 yeast strain; S. cerevisiae TIM10 strain growth, BacTiter-Glo luminescence, 24 h; inhibition, % at 10 µM; 330,000 compounds, 1.4% hits; AID 463195;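 active = inhibition of 40% or more at the single tested concentration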;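 note: wild-type TIM10 isogenic control strain grown at permissive 25 °C; 0% = DMSO yeast wells and 100% = minimal medium wells without yeast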
APOBEC3A inh: blocks human APOBEC3A ssDNA deamination | 330,000 compounds, 0.41% hits | inhibition, % at 20 µM | recombinant A3A, FAM/TAMRA ssDNA deamination fluorescence;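 active = at least 40% inhibition at 20 µM here, with at most 30% in a related deaminase screen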;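 note: plate controls were A3A with DMSO for no effect and wells lacking A3A enzyme for full effect; some results filed as inactive read as strong as hits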
Target sequence (P31941 whole entry, looked up): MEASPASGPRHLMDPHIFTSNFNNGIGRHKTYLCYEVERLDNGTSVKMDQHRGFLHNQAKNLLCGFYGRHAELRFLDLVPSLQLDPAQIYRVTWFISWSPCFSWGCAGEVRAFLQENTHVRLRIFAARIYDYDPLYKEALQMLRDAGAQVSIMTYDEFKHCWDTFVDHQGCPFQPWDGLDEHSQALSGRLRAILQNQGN
NALP3 yeast inh: blocks the NALP3 inflammasome reconstituted in yeast; Yeast reconstituted NLRP3/ASC/caspase-1, beta-gal luminescence, 24 h; inhibition, % at 10 µM; 330,000 compounds, 0.39% hits; AID 2825;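 active = inhibition of 50% or more; inactive = inhibition below 50%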;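 note: plate controls were induced DMSO wells for no effect and uninduced yeast grown without galactose for full effect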
mIAP act: mouse IAP activation; 330,000 compounds, 0.24% hits; muIAP, CDP-Star luminescence, 30 min; active compounds read high; 1 = vehicle-only enzyme signal, 0 = enzyme-free wells; AID 2805; activation factor at 10 µM;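 active = activation factor of at least 2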; note: the source names both 10 and 20 µM as test concentration; values of inactives mirror those of a sister screen read the other way
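Assay system: mouse IAP enzyme; reagent: chemiluminescent substrate CDP-Star; dosing: test compounds delivered from DMSO solution; schedule: 30 min at room temperature; measured by: luminescence from enzymatic CDP-Star hydrolysis; controls: DMSO-only wells and no-enzyme negative control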
tim10-1 inh: tim10-1 yeast growth inhibition; S. cerevisiae tim10-1 ts strain growth, BacTiter-Glo, 24 h; inhibition, % at 20 µM; 330,000 compounds, 2.2% hits; AID 463190;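 active = inhibition of at least 40%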;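 note: mutant grown at 25 °C; 0% = DMSO wells with yeast and 100% = wells holding no yeast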
mIAP block: blocks mouse intestinal alkaline phosphatase; purified mouse IAP, CDP-Star luminescence, 30 min; inhibition, % at 10 µM; 330,000 compounds, 0.2% hits;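 active = inhibition of at least 40% at 10 µM in the primary screen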;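 note: plate controls were DMSO with enzyme for no effect and no enzyme wells for full effect; values of inactives mirror those of a sister screen read the other way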
beta cell repl: MIN6 beta-cell proliferation induction; MIN6 cells proliferation, ATPlite luminescence, 48 h; cells starved in 0.2% serum; 100% = growth in 10% serum; proliferation, % at 10 µM; 330,000 compounds, 0.29% hits;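 active = compounds whose signal lies at least 3.5 SD above the mean of all wells on their plate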;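 note: 0% = DMSO-treated cells in low-serum medium and 100% = 10% serum control; some compounds called inactive have numbers as strong as hits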
A3G deaminase: APOBEC3G (human) deaminase inhibition; Q9HC16; recombinant A3G, ssDNA deamination FAM/TAMRA fluorescence; inhibition, % at 20 µM; 330,000 compounds, 0.28% hits;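 active = inhibition of at least 40% at 20 µM, with no more than 30% in the related APOBEC3A deaminase screen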;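 note: plate controls were DMSO wells with A3G for no effect and wells lacking A3G enzyme for full effect; some compounds called inactive have numbers as strong as hits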
Target sequence (Q9HC16 whole entry, looked up): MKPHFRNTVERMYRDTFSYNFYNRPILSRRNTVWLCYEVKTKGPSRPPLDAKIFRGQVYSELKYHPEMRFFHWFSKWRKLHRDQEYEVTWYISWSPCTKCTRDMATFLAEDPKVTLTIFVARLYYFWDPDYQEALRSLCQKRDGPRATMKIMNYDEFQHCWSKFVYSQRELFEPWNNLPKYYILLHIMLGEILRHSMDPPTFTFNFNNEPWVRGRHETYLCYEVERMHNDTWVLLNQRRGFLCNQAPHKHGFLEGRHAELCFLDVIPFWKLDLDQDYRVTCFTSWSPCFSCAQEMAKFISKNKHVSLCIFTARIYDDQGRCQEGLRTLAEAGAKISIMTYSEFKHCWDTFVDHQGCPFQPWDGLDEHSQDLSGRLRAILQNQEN
hIAP inh: blocks human intestinal alkaline phosphatase. AID 2544. 330,000 compounds, 0.12% hits. purified IAP, CDP-Star luminescence, 30 min. P09923. inhibition, % at 10 µM;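 active = inhibition reaching a set limit with compound at 10 µM in the primary screen, cut at about 35% in these data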;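 note: plate controls were DMSO wells with enzyme for no effect and no-enzyme buffer wells for full effect; values of inactives mirror those of a sister screen read the other way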
Target sequence (P09923 whole entry, looked up): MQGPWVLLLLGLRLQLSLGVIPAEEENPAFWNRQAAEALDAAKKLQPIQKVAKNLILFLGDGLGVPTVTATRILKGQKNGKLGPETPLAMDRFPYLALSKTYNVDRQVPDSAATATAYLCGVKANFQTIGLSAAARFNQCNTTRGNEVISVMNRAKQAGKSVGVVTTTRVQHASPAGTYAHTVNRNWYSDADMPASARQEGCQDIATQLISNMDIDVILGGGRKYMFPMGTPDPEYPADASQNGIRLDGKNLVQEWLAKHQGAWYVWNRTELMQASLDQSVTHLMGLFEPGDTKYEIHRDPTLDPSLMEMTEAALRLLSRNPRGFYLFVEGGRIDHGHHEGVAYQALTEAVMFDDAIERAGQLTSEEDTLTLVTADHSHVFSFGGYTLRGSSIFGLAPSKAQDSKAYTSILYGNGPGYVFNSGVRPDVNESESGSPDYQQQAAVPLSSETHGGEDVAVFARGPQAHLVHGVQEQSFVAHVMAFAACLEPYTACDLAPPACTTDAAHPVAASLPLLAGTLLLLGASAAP
* = called active by the depositor.

SMILES	TIM10 inh	APOBEC3A inh	NALP3 yeast inh	mIAP act	tim10-1 inh	mIAP block	beta cell repl	A3G deaminase	hIAP inh
Cc1cccc(C(=O)OCC(=O)N2CC(=O)Nc3ccccc32)c1C	-1	-2	5	1.1	-5	-5	0	-9	-2
Nc1c(C(=O)Nc2ccc3c(c2)OCCO3)nnn1Cc1ccccc1Cl	-18	-1	34	1.1	8	-6	-1	-1	3
O=C(CNc1cccc2ccccc12)N/N=C/c1ccccn1	25	-1	21	0.86	-7	14	-2	-6	6
O=C(C[C@H]1C/C=C\CC[C@H](Cc2ccc(F)cc2)C(=O)OC[C@@H](Cc2c[nH]c3ccccc23)NC1=O)NCCO	-2	-1	22	1.1	2	-13	-6	-7	10
COc1ccc(CNC(=O)Nc2ccccc2)cc1	-13	1	9	1.1	-34	-8	-3	-3	-4
CC1=C2C3OC(=O)C(C)[C@@H]3CC[C@](C)(O)C2C2C3C4C5(C12)[C@H]1OC(=O)[C@@H](C)C1CC[C@]4(C)O[C@]5(C)[C@@H]3O (stereo partly drawn)	-1	-3	0	0.89	10	11	-1	-5	4
COc1ccccc1CCNC(=O)C(C)n1nc(C)c2c(C)n(-c3ccccc3)nc2c1=O (stereo not drawn)	13	-3	-1	0.98	19	2	4	-6	-18
CC(CC(=O)N1CCN(c2ccccc2F)CC1)c1ccccc1 (stereo not drawn)	15	2	13	0.99	21	1	0	4	1
CN(C)c1ccc(C=Nc2ccccc2)cc1	-7	6	7	1	7	0	-2	2	-4
CCN(CC)S(=O)(=O)c1ccc(F)c(C(=O)NCCCN2CCOCC2)c1	11	2	17	0.95	-7	4	-2	1	14
Cc1ccc(C2SCC(=O)N2c2ccccc2)cc1 (stereo not drawn)	1	-4	18	0.98	6	2	-3	-4	2
CC(=O)Nc1ccc(S(=O)(=O)NCc2ccc(C(=O)NCCN3CCCCCC3)cc2)cc1	3	-1	5	0.96	8	4	0	-4	9
NC(=O)CSc1nnc(-c2ccccc2F)n1C1CC1	-1	-4	13	0.98	-17	2	-2	-14	9
CCCc1cc(=O)[nH]c2nnc(SCC(=O)NC3CCCC3)n12	-4	-5	-8	0.99	5	1	3	-13	4
O=C(CSCc1ccccc1)Nc1ccc(Cl)cn1	-12	1	9	1.1	10	-6	-5	1	0
COc1cc(C)c(Cl)cc1S(=O)(=O)NCc1ccccn1	10	5	13	1	-3	0	-3	-1	-16
COc1ccc(NC(=O)C2CCN(C(=O)[C@@H]3Cc4ccccc4CN3)CC2)cc1	-3	1	2	1	-2	-3	3	-2	-31
CC(C)(C)n1nnnc1C(c1ccccc1F)N(Cc1ccco1)CC1CCCO1 (stereo not drawn)	19	-3	6	0.95	41*	5	-1	-7	12
O=C(c1ccc2c(=O)n(CCc3ccccc3)c(=O)[nH]c2c1)N1CCN(c2ccc(F)cc2)CC1	-5	-1	-7	0.95	-38	5	-3	-7	-20
CCOc1cccc(OCCn2cnc3ccccc3c2=O)c1	-17	-3	7	1.1	-1	-10	0	-5	5
Brc1ccccc1OCCCn1cnc2ccccc21	9	-2	23	0.9	24	10	-3	-5	12
O=C1NCCNC(=O)c2ccccc2OCCOc2ccccc21	7	-3	12	1	-4	-4	-3	-6	14
O=C(c1ccccc1)c1coc2ccc(O)c(Cl)c12	-10	-1	-24	0.92	-5	8	-4	-3	9
C[C@H](NC(=O)C1(c2ccccc2)CCN(C(=O)[C@H]2CSCN2C(=O)OC(C)(C)C)CC1)C(=O)O	-25	1	-2	0.96	7	4	-3	-4	-5

In a second layout: three of the compounds above
mol,TIM10 inh,APOBEC3A inh,NALP3 yeast inh,mIAP act,tim10-1 inh,mIAP block,beta cell repl,A3G deaminase,hIAP inh
CCCc1cc(=O)[nH]c2nnc(SCC(=O)NC3CCCC3)n12,-4,-5,-8,0.99,5,1,3,-13,4
O=C(CSCc1ccccc1)Nc1ccc(Cl)cn1,-12,1,9,1.1,10,-6,-5,1,0
COc1cc(C)c(Cl)cc1S(=O)(=O)NCc1ccccn1,10,5,13,1,-3,0,-3,-1,-16

(next part)
SMILES	TIM10 inh	APOBEC3A inh	NALP3 yeast inh	mIAP act	tim10-1 inh	mIAP block	beta cell repl	A3G deaminase	hIAP inh
O=C(NC(=O)c1ccncc1)NC(c1ccccc1)c1ccccc1	-9	3	-7	0.92	-4	8	-4	0	12
Nc1ccc(N(c2ccccc2)c2ccc(N)cc2)cc1	15	-4	23	0.78	35	22	-6	-3	26
CC(=O)c1ccc(NC(=O)CSc2nc(C)cc(C)c2C(N)=O)cc1	-13	4	12	0.96	-4	4	-1	-4	0
O=C(NCC1CC1)c1onc(CSc2ccc(F)cc2)c1C(=O)NCC1CC1	-14	-2	23	0.98	11	2	-3	-6	-11
CCN(CC)c1ccc(S(=O)(=O)N2CCOCC2)cc1NC(=O)CSc1nncs1	14	-3	14	0.95	11	5	-1	-8	-2
COc1ccc(-c2cc(C(=O)Nc3ccc(Br)cc3)no2)cc1	-7	27	-8	1	21	0	-2	-13	-21
O=C(CCc1ccccc1)Nc1ccc(S(=O)(=O)N2CCCC2)cc1	14	-7	2	1.4	21	-42	-3	-5	-3
CC(C)Oc1cccc(C(=O)N/N=C/c2ccoc2)c1	-3	5	18	0.92	-9	8	-5	0	-13
O=S(=O)(CC(CN1CCCC1)N1CCCC1)c1ccc2ccccc2c1 (stereo not drawn)	4	-2	41	1	30	-2	-6	-7	-8
CCOC(=O)c1c(NC(C)=O)sc2c1CCCNC2=O	-39	-3	17	0.96	-24	4	1	-8	-11
Cc1ccc(-n2c(C)cc(C(=O)Cn3nc(C(=O)O)c4ccccc4c3=O)c2C)cc1	16	-1	9	0.88	42*	12	-5	0	-10
COc1ccc(S(=O)(=O)N(C)CC(=O)N2CCN(c3ccccc3)CC2)cc1	-8	-6	10	1.1	26	-7	2	1	-25
CCC1(C)CC(C(N)=S)CCO1 (stereo not drawn)	12	1	15	0.69	-5	31	-4	57*	24
COc1ccc(-c2ccccc2NC(=O)C2CCCN(Cc3ccc(C)o3)C2)cc1 (stereo not drawn)	-1	-4	8	0.98	16	2	-5	-14	-9
COCC1COS(=O)(=O)NC1(C)C (stereo not drawn)	-10	0	14	1	9	-3	6	-7	14
CCOC(=O)Cc1csc(NC(=O)CCCCCN2C(=O)c3cccc4cccc(c34)C2=O)n1	6	-3	6	0.91	6	9	1	-5	-23
COc1ccc(-c2cc(-c3ccc(Cl)cc3)n[nH]2)c(O)c1	29	2	24	0.95	41*	5	-5	-7	-69
CCNC(=O)CC1C(=O)N(c2ccc(C)cc2)C(=O)N1CCc1sccc1C (stereo not drawn)	-2	1	19	0.93	1	7	-3	-1	3
CCOC(CCNC(=O)c1cn(CC(C)C)c(=O)c2c1c1ccccc1n2C)OCC	14	0	3	1	18	-3	-2	-5	-1
COC(=O)CSc1nc2ccccc2n1CC(=O)N(C(C)C)C(C)C	5	3	12	0.86	14	14	-2	0	0
C=CCN(C(=O)CNC(=O)c1ccco1)C(C(=O)NC1CCCCC1)c1ccc(OC)cc1OC (stereo not drawn)	4	2	9	0.95	8	5	1	1	12
O=[N+]([O-])c1cccc2c3c([nH]c12)CCCC3	4	-1	8	0.87	3	13	5	-4	8
C=CCn1c(SCC(=O)Nc2ccc3c(c2)CCC3)nc2ccccc2c1=O	-22	-9	7	1.2	-11	-23	-3	-7	-14
O=C(c1ccc(Cn2c(=O)[nH]c3ccsc3c2=O)cc1)N1CCN(c2ccccc2)CC1	4	0	8	0.9	10	10	0	-5	4
CCC(Sc1nc2ccccc2c2nc3ccccc3n12)C(=O)NCc1ccco1 (stereo not drawn)	-9	-5	7	1.1	19	-14	0	7	-17
CCCCn1c(N)c(N(CC(C)C)C(=O)c2cnc(C)cn2)c(=O)[nH]c1=O	3	3	-5	0.98	0	2	0	-3	4
COc1cc(/C=C2\SC(=S)N(CCC(=O)N3CCN(C)CC3)C2=O)cc(OC)c1OC	14	0	23	0.99	26	1	-2	-3	-18
N#CC(C(=O)Nc1ccccc1)=C1Nc2ccccc2N1	39	-2	0	0.91	33	9	2	1	-17
COc1ccc(-c2ccccc2)cc1NC(=O)c1cccs1	2	-4	40	0.96	-10	4	-3	-7	-1
CC(C)c1nc2cc3ccccc3cc2[nH]1	22	1	14	0.99	25	1	-1	1	12
O=C(Cn1ncc2c([nH]c3ccccc32)c1=O)NCC1CCN(Cc2ccccc2F)CC1	-6	0	20	1.1	-8	-11	-2	-1	-2
COc1ccc(C(=O)N2CCn3c2nc2ccccc23)cc1	-11	2	22	1	-23	0	0	-5	0
CCCCOc1ccc(C(=O)Nc2ccc(C)cc2[N+](=O)[O-])cc1	4	4	33	0.88	8	12	0	1	4
Cc1nc(NC(=O)CCc2ccccc2)sc1C	-9	-4	29	1	-1	-4	-1	27	-6
COc1ccc(C2(C)NC(=O)N(CC(=O)NC(C)c3ccc(CC(C)C)cc3)C2=O)cc1 (stereo not drawn)	-10	4	17	1.1	27	-10	-4	-3	9
COc1ccc(C(=O)c2c(-c3ccsc3)oc3ccc(-c4ccc(OC)cc4)cc23)cc1	-2	-3	24	1	2	-2	-6	-7	3

2 consecutive records from above, quoted:
SMILES	TIM10 inh	APOBEC3A inh	NALP3 yeast inh	mIAP act	tim10-1 inh	mIAP block	beta cell repl	A3G deaminase	hIAP inh
COc1ccc(C2(C)NC(=O)N(CC(=O)NC(C)c3ccc(CC(C)C)cc3)C2=O)cc1 (stereo not drawn)	-10	4	17	1.1	27	-10	-4	-3	9
COc1ccc(C(=O)c2c(-c3ccsc3)oc3ccc(-c4ccc(OC)cc4)cc23)cc1	-2	-3	24	1	2	-2	-6	-7	3

Next part:
SMILES	TIM10 inh	APOBEC3A inh	NALP3 yeast inh	mIAP act	tim10-1 inh	mIAP block	beta cell repl	A3G deaminase	hIAP inh
O=C(Nc1c2c(nn1-c1ccccc1)CS(=O)C2)c1ccc(Br)o1 (stereo not drawn)	1	0	14	0.97	3	3	1	-10	-31
CCCCn1c(N)c(N(CCOC)C(=O)c2ccc(S(=O)(=O)N3CCCCC3)cc2)c(=O)[nH]c1=O	-4	3	8	0.95	-1	5	3	-1	1
CCOc1ccc(C2c3cc(OC)c(OC)cc3CC(=O)N2c2ccc(OC)cc2)cc1 (stereo not drawn)	16	4	-2	1.1	32	-10	-2	-7	-2
O=C(CN(CCc1ccccc1)S(=O)(=O)c1ccc(Br)cc1)N/N=C/c1ccc2c(c1)OCO2	-20	0	4	0.96	20	4	0	-5	-8
Cc1ccc(NC(=S)Nc2ccc3cn[nH]c3c2)cc1C	18	0	27	1	26	-4	-2	-2	-4
CCc1cccc(C)c1NC(=S)N(CCOC)C(C)c1ccco1 (stereo not drawn)	-4	4	-8	1	19	-4	2	-1	-9
O=[N+]([O-])c1ccc(NC(=S)N2CCN(c3ccccc3)CC2)cc1	18	-3	16	0.87	27	13	0	-5	1
CC(=O)Nc1ccc(C(=O)N/N=C/c2cc(Br)cc(Br)c2O)cc1	52*	-5	3	0.77	34	23	-5	-7	-39
COc1ccc(NC(=O)C2CCCN(S(=O)(=O)c3cccc4cccnc34)C2)cc1OC (stereo not drawn)	-7	-2	13	0.84	-2	16	5	-5	8
N#CCCN(C1CCCCC1)S(=O)(=O)CCOc1ccccc1	-8	-2	-5	1.1	9	-14	2	-8	-10
C(=C\c1ccccn1)/c1ccccn1	-7	-4	4	1	4	-1	-1	-7	3
CCCOc1ccc(/C=C2/C(=O)ON=C2C)cc1Cl	-3	-1	26	1	33	-3	-7	-8	9
CCOCCCNC(=O)CCCC1=NS(=O)(=O)c2ccccc2N1	-7	1	10	1	11	0	0	-6	1
COc1ccc(N(C(=O)COc2ccccc2)C2C=CS(=O)(=O)C2)c(OC)c1 (stereo not drawn)	-6	-2	-2	1.1	-7	-6	-2	-8	-16
